Rac1 GTP hydrolysis: MgcRacGAP GTPase-activating activity inhibitors, confirmation, biochemical, ADP Hunter fluorescence | MgcRacGAP-stimulated Rac1 GTP hydrolysis, ADP Hunter fluorescence; higher % means a stronger effect; GST-tagged Rac1 F28L mutant substrate | one-dose inhibition, % at 30 µM; IC50 in µM for titrated hits | actives 0.6% (n = 340,000);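 active = first-screen hits whose inhibition reached a set limit at any dose in the follow-up dose series; inconclusive = inhibition above the set first-screen limit but never retested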;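 note: fluorescence reports GDP produced by GAP-driven GTP hydrolysis; strong numbers were not always called active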
NTR1 agonist: NTR1-driven beta-arrestin-GFP spot formation – imaging, U2OS cells, high content, primary screen (AID 493036) | P30989 | agonist mode | activation, % at 20 µM | actives 0.17% (n = 330,000);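 active = activation at or above 40% of the spot to cytoplasm intensity ratio, with at least 20 cells analyzed; inconclusive = wells under 20 cells, flagged as cytotoxic or low count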;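 note: 0% = DMSO without peptide and 100% = 100 nM NTR1 peptide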
Target sequence (P30989 whole entry, looked up): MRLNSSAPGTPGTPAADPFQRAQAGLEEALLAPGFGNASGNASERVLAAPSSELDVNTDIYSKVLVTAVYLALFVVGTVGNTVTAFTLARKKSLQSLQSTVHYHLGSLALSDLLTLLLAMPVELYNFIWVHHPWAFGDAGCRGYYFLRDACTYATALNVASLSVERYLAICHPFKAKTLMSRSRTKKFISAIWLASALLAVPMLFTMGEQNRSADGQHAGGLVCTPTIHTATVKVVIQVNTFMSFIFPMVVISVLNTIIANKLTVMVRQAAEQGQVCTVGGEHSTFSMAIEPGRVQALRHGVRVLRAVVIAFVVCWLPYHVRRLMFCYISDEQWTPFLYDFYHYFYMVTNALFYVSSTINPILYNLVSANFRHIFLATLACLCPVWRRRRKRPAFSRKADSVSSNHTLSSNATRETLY
GPR55 antagonists: GPR55 antagonists blocking LPI-driven arrestin recruitment, primary screen, imaging, U2OS, beta-arrestin-GFP, LPI agonist (AID 2013); U2OS GPR55 beta-arrestin-GFP translocation imaging, LPI antagonism; higher % means a stronger effect; inhibition, % at 10 µM; hits with a dose series show IC50 in µM; actives 0.13% (n = 290,000);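 active = spots per cell inhibited over 60%, with over 100 cells counted and total cytoplasm intensity under 500,000; inconclusive = wells with under 100 cells, flagged as likely toxic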;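 note: U2OS cells stably carrying GPR55 and arrestin-GFP stimulated by 5 µM LPI near EC80; imaged beta-arrestin-GFP aggregate spots per cell after agonist stimulation; plate controls were LPI-stimulated DMSO wells for no effect and DMSO wells without LPI for full effect; some results filed as inactive read as strong as hits; confirmed hits need IC50 under 10 µM and bright autofluorescent wells are also inconclusive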
Salmonella PhoP GFP: PhoP-dependent GFP reporter repression – Salmonella Typhimurium, primary screen (AID 1863); actives 0.16% (n = 300,000); S. Typhimurium PhoP-regulated promoter GFP reporter, 4 h; higher % means a stronger effect; one-dose inhibition, % at 50 µM; IC50 in µM for titrated hits;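 active = inhibition over 29.93%, a cutoff 3 SD above the screen mean, later confirmed by dose response; inconclusive = inhibition over 29.93% but no dose response follow-up; inactive = inhibition at most 29.93% or unconfirmed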;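 note: 0% = low Mg2+ inducing control and 100% = high Mg2+ repressing control; strong numbers were not always called active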
GPR35 antagonists: inhibition of zaprinast-stimulated GPR35 beta-arrestin translocation – imaging, U2OS, beta-arrestin-GFP, zaprinast agonist, primary screen (AID 2058); actives 0.052% (n = 290,000); one-dose inhibition, % at 10 µM; IC50 in µM for titrated hits; U2OS GPR35 beta-arrestin-GFP translocation imaging, zaprinast antagonism; higher % means a stronger effect;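 active = inhibition of at least 50% with at least 30 cells and total cytoplasm GFP at most 10,000,000; inconclusive = under 30 cells or total GFP of 10,000,000 plus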
Siah-1 displacement: blockers of Siah-1 interaction with plectin peptide – biochemical, fluorescence polarization, rhodamine-plectin, uHTS, primary screen (AID 1817). Siah-1 / rhodamine-plectin peptide fluorescence polarization; higher % means a stronger effect. displacement, % at 20 µM; hits with a dose series show IC50 in µM. actives 0.02% (n = 290,000);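 active = displacement of at least 50% at 20 µM, with a fluorescence ratio check between 0.3 and a set limit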;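 note: plate controls were Siah plus tracer with DMSO for no effect and tracer alone without Siah for full effect; strong numbers were not always called active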
LYP inhibition: inhibitors of LYP phosphatase, biochemical, fluorescence intensity, uHTS (AID 1779). recombinant LYP phosphatase, fluorescence intensity; higher % means a stronger effect. inhibition, % at 11.5 µM, or IC50 in µM where a hit was titrated. actives 0.054% (n = 290,000); in the data active = inhibition above about 50%;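 note: plate controls were vehicle with enzyme for no effect and no enzyme for full effect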
HIV peptide binding: cell-free HIV fusion peptide-binding blockers – biochemical, uHTS, fluorescence dequenching, primary screen (AID 1986). cell-free peptide binding, fluorescence dequenching, 30 min; higher % means a stronger effect. inhibition, % at 20 µM, or IC50 in µM where a hit was titrated. actives 0.3% (n = 290,000); in the data active = inhibition mostly above about 52%, no sharp cut-off; inactive = mostly below about 76%; note: some results filed as inactive read as strong as hits
Myeloid diff 2: compounds promoting myeloid differentiation | ER-HoxA9 myeloid progenitors, lysozyme-GFP differentiation, flow cytometry | calls only at 10 µM | actives 1% (n = 360,000);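 active = normalized GFP-positive differentiation at or above the plate's own cutoff, the solvent-only control mean plus 3 SD; inconclusive = no clear call, values can overlap the other calls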;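 note: cells exposed to compound for four days before flow analysis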
NTR1 agonist cell count 20 µM: further read-out of NTR1 agonist, marked with its call; cell count; measured here: cell count, cytotoxicity flag
Myeloid diff 2 GFP+ MAC1+ %: second read-out of Myeloid diff 2, no call of its own (marks repeat the call); GFP+ MAC1+ double positive, %; measured here: differentiation confirmed by MAC1 staining
Numbers without * were called inactive; i = inactive; ? = inconclusive; / = no result given; + = active, no number.

SMILES	Rac1 GTP hydrolysis	NTR1 agonist	NTR1 agonist cell count 20 µM	GPR55 antagonists	Salmonella PhoP GFP	GPR35 antagonists	Siah-1 displacement	LYP inhibition	HIV peptide binding	Myeloid diff 2	Myeloid diff 2 GFP+ MAC1+ %
CCCCCCC(=O)N(O)C1CC(=O)N(c2ccc(F)cc2)C1=O (configuration not stated)	9%	0.1	69	-2%	-2%	-14%	14%	-2%	1.8%	i	0.1
CCN1CCN(Cc2ccc(NC(=O)c3cc(NC(=O)c4ccc5n[nH]nc5c4)cc(OC)c3)cc2C(F)(F)F)CC1	12%	-0.7	64	-10%	-6%	6%	5%	-7%	-0.2%	i	0.3
CCCCNC(=O)c1ccc2c(c1)N(CC)C(=O)c1ccccc1S2(=O)=O	9%	-3.4	61	-3%	7%	-1%	2%	-3%	-1.4%	i	2.9
CN(C)CC(C(=O)c1ccccc1)c1ccccc1 (configuration not stated)	-4%	2.4	32	5%	31%	-20%	3%	-3%	2.1%	?	/
COc1ccc(Oc2ccc(N/C=C3/CCCC3=O)cc2)cc1	9%	4.1	50	4%	-7%	-5%	-1%	1%	5.9%	i	0.5
CC(=O)NCCn1c(SCC(=O)Nc2ccc(C)cc2)nc2ccccc2c1=O	9%	-0.1	47	4%	3%	1%	9%	-5%	2.7%	i	0.8
COc1cccc(-c2nc(CS(=O)(=O)CC(=O)Nc3ccccc3Br)c(C)o2)c1	8%	1.5	63	-10%	-3%	4%	-1%	-10%	-1.8%	i	1.5
COc1cc2c3c(c1)c(C1=NC(=S)NC1=O)c(O)n3C(C)(C)C=C2C	7%	1.0	91	5%	5%	13%	-2%	-7%	0.9%	i	1.4
COc1ccc(OC)c(NC(=O)CSc2nc3ccccc3c(=O)n2CCNC(C)=O)c1	8%	0.0	75	-18%	0%	0%	-3%	-8%	-0.8%	i	0.8
COc1ccc(-c2n[nH]c(C)c2-c2ccc(Cl)cc2)c(O)c1	15%	14	41	12%	1%	-4%	-2%	6%	2.2%	i	1.1
Cc1cccc(C)c1Nc1c(-c2ccc(N3CCOCC3)cc2)nc2ncccn12	22%	1.9	45	12%	-1%	-8%	-1%	1%	-3.2%	i	1.4
CCCC(=O)Nc1cc2c(cc1C(C)=O)OCCO2	4%	4.1	50	13%	3%	4%	-1%	-4%	2.0%	i	0.4
O=C(C1CCCN(S(=O)(=O)c2cccnc2)C1)N1CCN(c2ccccn2)CC1 (configuration not stated)	5%	3.0	49	0%	5%	-12%	2%	0%	1.7%	i	1.9
O=C1CCC(C(=O)NC2(C(=O)NC3CCCCC3)CCCCC2)N1 (configuration not stated)	5%	-1.2	95	11%	-8%	-5%	1%	0%	-0.7%	i	0.0
COc1ccc(-c2cnnc(N/N=C/c3ccc(-c4ccc([N+](=O)[O-])cc4)o3)n2)cc1	9%	/	/	-35%	-4%	-4%	8%	-10%	-8.3%	/	/
CC1(C)Cc2c(sc(NC(=O)C(=O)NCC3CCCO3)c2C(=O)O)CO1 (configuration not stated)	5%	1.5	65	-11%	-10%	5%	0%	-8%	-0.3%	i	3.2
CCOC(=O)C1(CC2CCCCO2)CCN(Cc2cc(F)ccc2-n2cccn2)CC1 (configuration not stated)	4%	0.1	55	14%	-8%	-6%	2%	-1%	-1.2%	i	0.0
S=C(NCCc1ccccc1)N1CCCCC1	4%	-0.5	86	5%	-10%	-8%	-4%	2%	1.3%	i	0.5
O=c1oc(-c2cccc([N+](=O)[O-])c2)nc2ccccc12	-4%	1.9	70	-3%	-7%	10%	0%	3%	0.0%	i	1.8
COc1ccc(NC(=S)NC(=O)c2ccccc2Cl)cc1	10%	0.5	77	1%	-1%	-16%	1%	0%	-1.3%	i	0.0
Cc1nc(SCC(=O)NC(=O)NCc2ccco2)nc(C)c1C	2%	1.1	65	8%	-8%	-3%	12%	0%	0.7%	i	0.5
COc1ccc2[nH]c3c(=O)n(CCCCC(=O)N4CCCC4)c(=S)[nH]c3c2c1	23%	1.0	56	26%	2%	-13%	-2%	-7%	-0.2%	i	0.9
CCOc1ccc2cc(C#N)c(SCC(=O)NC(C)CC)nc2c1 (configuration not stated)	/	1.8	61	2%	0%	-10%	2%	1%	2.7%	/	/
C/C=C/C(=O)OCC(=O)Nc1nc2ccc(C)cc2s1	11%	-2.5	26	2%	7%	-6%	2%	-3%	-0.7%	i	0.7
CCOC(=O)CN1CC23C=CC(O2)C(C(=O)Nc2ccc(OC)cc2OC)C3C1=O (configuration not stated)	5%	3.7	54	-7%	5%	-12%	-8%	-6%	-0.7%	i	0.6

Reformatted: two of the compounds above.
> COc1ccc(-c2n[nH]c(C)c2-c2ccc(Cl)cc2)c(O)c1
- Rac1 GTP hydrolysis: 15%
- NTR1 agonist: 14
- NTR1 agonist cell count 20 µM: 41
- GPR55 antagonists: 12%
- Salmonella PhoP GFP: 1%
- GPR35 antagonists: -4%
- Siah-1 displacement: -2%
- LYP inhibition: 6%
- HIV peptide binding: 2.2%
- Myeloid diff 2: i
- Myeloid diff 2 GFP+ MAC1+ %: 1.1

> Cc1cccc(C)c1Nc1c(-c2ccc(N3CCOCC3)cc2)nc2ncccn12
- Rac1 GTP hydrolysis: 22%
- NTR1 agonist: 1.9
- NTR1 agonist cell count 20 µM: 45
- GPR55 antagonists: 12%
- Salmonella PhoP GFP: -1%
- GPR35 antagonists: -8%
- Siah-1 displacement: -1%
- LYP inhibition: 1%
- HIV peptide binding: -3.2%
- Myeloid diff 2: i
- Myeloid diff 2 GFP+ MAC1+ %: 1.4

Next compounds.
SMILES	Rac1 GTP hydrolysis	NTR1 agonist	NTR1 agonist cell count 20 µM	GPR55 antagonists	Salmonella PhoP GFP	GPR35 antagonists	Siah-1 displacement	LYP inhibition	HIV peptide binding	Myeloid diff 2	Myeloid diff 2 GFP+ MAC1+ %
Cc1ccc(Cn2nnc3c(=O)[nH]c(C4CCN(C(=O)c5cccs5)CC4)nc32)cc1	2%	2.2	65	-3%	-2%	11%	-4%	0%	-1.0%	i	0.6
Cc1ccc(N2C(=O)c3ccccc3NC2(C(=O)O)c2ccccc2)cc1Cl (configuration not stated)	/	-0.9	57	7%	7%	11%	0%	2%	1.6%	i	0.6
COc1cccc(N2C(=O)N(c3ccccc3)C3CS(=O)(=O)CC32)c1 (configuration not stated)	-2%	0.1	49	14%	-3%	3%	-2%	0%	-4.3%	i	2.2
O=C(COC(=O)c1cccc(C(F)(F)F)c1)NCc1ccc(Cl)cc1	1%	-2.2	60	4%	-3%	-12%	6%	-3%	1.1%	i	0.0
CC(C)(C)NC(=O)CSc1nc(O)cc(=O)n1-c1ccccc1	1%	0.5	53	-4%	14%	4%	-1%	-9%	2.2%	i	1.0
CSc1ccccc1OCc1cc(C(=O)N(C)C2CCCc3ccccc32)no1 (configuration not stated)	-3%	1.1	64	1%	-6%	10%	4%	-5%	-0.4%	i	1.3
CC(C)Cn1c(CCNC(=O)c2ccco2)nc2ccccc21	-20%	-1.0	79	1%	7%	3%	0%	-8%	-0.3%	i	1.7
COc1ccc(S(=O)(=O)c2cnc3ccccc3n2)cc1	9%	-1.5	82	3%	3%	-3%	2%	2%	-0.8%	i	0.2
COc1ccc(-c2noc(C3CCCN(C(=O)c4ccc(F)cc4)C3)n2)cc1 (configuration not stated)	11%	-0.1	65	7%	2%	-4%	4%	-5%	1.8%	i	0.7
CCCNC(=O)CC(NS(=O)(=O)c1ccc(Cl)cc1)c1ccco1 (configuration not stated)	3%	-1.3	44	21%	-3%	0%	6%	-4%	-0.9%	i	0.4
CN(C)c1ccc(-c2nn3c(C4CCCCC4)nnc3s2)cc1	12%	15	83	-17%	14%	3%	-2%	-4%	-3.9%	i	1.5
C#CCNC(=O)C1=C[C@H](c2ccc(Br)cc2)[C@@H](CCCO)[C@H](OCC)O1	5%	-0.1	80	6%	-8%	7%	1%	-7%	-0.9%	i	1.7
CCOC(=O)c1ccccc1NC(=O)COC(=O)CCC(=O)c1ccc(C)cc1	2%	6.0	60	/	3%	/	/	/	/	i	0.1
N#Cc1ccc(Cn2c(=O)oc3ccccc32)cc1	10%	-0.4	53	10%	-5%	11%	-2%	-4%	1.6%	i	0.9
O=C(CN1CCN(c2ccc(F)cc2)CC1)c1ccc(O)cc1O	4%	-0.7	56	-12%	-7%	-3%	3%	1%	0.8%	+	1.1*
O=C(COC(=O)c1ccc(S(=O)(=O)Nc2ccccc2)cc1)NCCN1C(=O)CSC1=O	1%	-1.5	76	10%	7%	0%	2%	-9%	-2.0%	i	0.6
CCCc1nnc(SCC(=O)N2CCCC(C)C2)n1CCOC (configuration not stated)	4%	1.5	44	-15%	7%	-6%	-1%	-11%	0.2%	i	0.9
COc1ccc(-c2cc(C(=O)N3CCN(c4ncccn4)CC3)c3ccccc3n2)c(OC)c1	10%	2.3	62	-3%	0%	3%	-2%	1%	-1.4%	i	0.4
COc1ccc(C(=O)Nc2cccc(C(=O)NCc3ccco3)c2)cc1	0%	-0.4	41	12%	-5%	8%	-1%	-8%	0.2%	i	0.6
CC1CCN(c2c(NCC3CCC(C(=O)Nc4ccccn4)CC3)c(=O)c2=O)CC1 (configuration not stated)	3%	-2.9	48	15%	1%	0%	5%	-2%	2.2%	i	4.7
CC12COC3(C(=O)Nc4ccccc4)CC1CCC32C (configuration not stated)	5%	-1.0	37	-3%	-4%	-9%	-2%	2%	-0.4%	i	1.1
CCCCN1C(=O)CN(CCc2ccccc2)C(=O)C1c1ccc(OC)cc1 (configuration not stated)	2%	0.6	72	21%	-1%	1%	2%	-5%	-2.5%	i	3.0
CC(=O)N1CCc2cc(Br)cc(S(=O)(=O)N3CCCCC3)c21	3%	1.2	62	12%	-6%	-2%	6%	-4%	-0.6%	i	2.4
CCS(=O)(=O)c1ccc2oc(Nc3ccc(OC)cc3)nc2c1	11%	-1.6	55	3%	-4%	-8%	0%	-5%	-0.7%	i	0.6
O=C(c1ccc(CSc2ccc(Cl)cc2)cc1)N1CCOCC1	2%	-1.1	79	4%	3%	-14%	1%	-2%	0.2%	i	0.9
CSc1nc2c(ccc3ccccc32)o1	3%	-1.8	65	-3%	-4%	11%	0%	-1%	1.6%	i	1.0
COc1ccc(S(=O)(=O)N2CCOCC2)c(Cl)c1Cl	-1%	-0.2	49	-6%	-2%	5%	-2%	2%	-2.2%	i	1.2
COc1cc(Br)c(C(C)NC(=O)c2ccc(C)cc2)cc1OC (configuration not stated)	7%	-0.4	58	-2%	19%	5%	1%	-8%	-2.5%	i	0.5
